# From PubChem BioAssay
# MCL1-BIM inh: inhibitors of MCL1 binding to BIM-BH3, primary screen, biochemical, fluorescence polarization. Induced myeloid leukemia cell differentiation protein Mcl-1 (Homo sapiens), Q07820. GST-MCL1 / FITC-Bim-BH3 fluorescence polarization. inhibition, % at 10.9 µM. 320,000 tested, 0.68% active. AID 2057, 2009;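 active means inhibition above the mean inhibition of all tested compounds plus 3 SD, set per campaign, cut at about 40% in these data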;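 further: 0% = DMSO wells and 100% = unlabeled Bim-BH3 peptide control; higher means more loss of mP so more displacement of Bim peptide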
# Target sequence (Q07820 whole entry, looked up): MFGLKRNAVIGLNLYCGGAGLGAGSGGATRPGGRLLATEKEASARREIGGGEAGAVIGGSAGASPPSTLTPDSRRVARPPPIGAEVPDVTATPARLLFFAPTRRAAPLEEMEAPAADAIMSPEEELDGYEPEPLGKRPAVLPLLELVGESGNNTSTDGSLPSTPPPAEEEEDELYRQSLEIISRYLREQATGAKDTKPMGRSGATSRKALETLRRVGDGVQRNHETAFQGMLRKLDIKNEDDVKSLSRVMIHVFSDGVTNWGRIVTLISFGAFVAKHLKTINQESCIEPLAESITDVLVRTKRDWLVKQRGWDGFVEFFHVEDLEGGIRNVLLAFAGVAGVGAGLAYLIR
# GLD-1 TGE inh: GLD-1/TGE RNA complex disruptors, primary screen, biochemical, fluorescence polarization; inhibition, % at 5.96 µM; AID 2280, 2010; purified GLD-1 + fluorescein TGE RNA; 320,000 tested, 0.44% active; Female germline-specific tumor suppressor gld-1 (Caenorhabditis elegans), Q17339;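 active means percent inhibition above a per-plate cutoff, the plate mean of test compounds plus 3 SD, cut at about 30% in these data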;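 further: 0% = DMSO wells with GLD-1 and probe and 100% = wells lacking GLD-1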
# Target sequence (Q17339 whole entry, looked up): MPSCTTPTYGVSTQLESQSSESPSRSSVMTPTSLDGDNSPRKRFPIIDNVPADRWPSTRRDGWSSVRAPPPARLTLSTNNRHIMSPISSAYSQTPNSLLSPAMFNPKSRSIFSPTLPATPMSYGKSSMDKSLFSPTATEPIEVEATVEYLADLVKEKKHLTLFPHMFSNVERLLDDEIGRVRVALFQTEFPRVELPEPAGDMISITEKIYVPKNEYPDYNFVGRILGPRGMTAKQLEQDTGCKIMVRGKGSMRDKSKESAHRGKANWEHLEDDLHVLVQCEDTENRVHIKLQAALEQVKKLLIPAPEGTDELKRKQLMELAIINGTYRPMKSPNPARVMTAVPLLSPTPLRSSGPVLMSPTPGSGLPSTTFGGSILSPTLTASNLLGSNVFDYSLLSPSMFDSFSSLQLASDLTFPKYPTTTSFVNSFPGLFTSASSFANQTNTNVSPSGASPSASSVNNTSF
# CIT2-GFP yeast: modulators of CIT2-GFP expression in yeast, primary screen, S. cerevisiae, GFP fusion, multiplex flow cytometry, MLPCN library; GFP response vs DMSO, % at 10 µM; 320,000 tested, 0.065% active; AID 2029, 2009; S. cerevisiae CIT2-GFP strain, 3 h; 100 means same as DMSO wells;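 active means GFP response relative to DMSO above a set limit, near the screen mean plus 3 SD, cut at about 150% in these data; inconclusive means Fewer than 70 cells measured for a yeast strain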;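 further: ratio of well median GFP fluorescence to mean of DMSO wells on the plate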
# GRK2 aptamer HTS: compounds blocking aptamer binding on GRK2 – biochemical, human GRK2, bead flow cytometry, HTS, primary screen. Beta-adrenergic receptor kinase 1 (Homo sapiens), P25098. FAM-aptamer displacement from GRK2. inhibition of aptamer binding, % at 10 µM. 330,000 tested, 0.59% active;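 active means inhibition of aptamer binding above 40%, roughly 3 SD of noise, on plates passing a quality check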;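 further: median bead fluorescence of bound FAM aptamer so fluorescent compounds give negative values; no value below 0 was filed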
# AGP1 TOR yeast: modulators of AGP1-GFP expression in yeast TOR pathway, primary screen, cell-based, multiplex flow cytometry, S. cerevisiae, MLPCN library. GFP response vs DMSO, % at 10 µM. 3 h; GFP as percent of DMSO wells. AID 2066, 2009. 320,000 tested, 0.02% active;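 active means GFP response relative to DMSO above a set limit, near screen average plus 3 SD, cut at about 150% in these data; inconclusive means fewer than 70 cells counted for the yeast strain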;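 further: median GFP channel fluorescence of the gated AGP1 strain per well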
# MEX-5 binding: MEX-5 zinc finger RNA-binding disruptors – biochemical, C. elegans, fluorescence polarization, MLPCN library, primary screen. activity score (negative = inhibition of binding), % at 10 µM. AID 1832, 2009. 300,000 tested, 0.38% active. MEX-5/FITC-TCR2 RNA binding; stronger effect = lower value. Zinc finger protein mex-5 (Caenorhabditis elegans), Q9XUB2;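 active means inhibition past about -25% in most replicates, and total fluorescence under double the plate's negative control median, limit read from the data; inconclusive means replicates evenly split on the limit, or fluorescence at least double controls; inactive means too little inhibition in most replicates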;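 further: 0% = DMSO and -100% = 5 µM competing unlabeled TCR2 RNA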
# VLA-4 inh: inhibition in human VLA-4 binding assay, primary screen, VLA-4 allosteric modulator project, MLPCN library, flow cytometry, VLA-4 expressing cells; Integrin alpha-4 (Homo sapiens), P13612; ligand binding flow cytometry; inhibition, % (about 7 µM as worked out from the volumes in the protocol); 330,000 tested, 0.2% active; AID 2557, 2010; in the data active means inhibition above about 50%
# CR mimetic SO: reduction of superoxide in aged yeast, primary screen, HTS; AID 2690, 2010; 330,000 tested, 0.18% active; superoxide response (% of plate mean), % at 10 µM; S. cerevisiae aged cells, superoxide DHE fluorescence; stronger effect = lower value;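 active means superoxide response under a set limit, about three screen SD below normal, cut at about 65% in these data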;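 further: yeast aged for seven days with compound at 30 °C before DHE staining; 100% = average MFI of all compound-treated wells on the plate with controls excluded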
# Bcl-xL primary: inhibitors of human Bcl-xL, primary screen, biochemical, fluorescence polarization, HTS; Bcl-2-like protein 1 (Homo sapiens), Q07817; GST-Bcl-xL / FITC-Bim BH3 peptide fluorescence polarization; inhibition, % at 10.9 µM; 320,000 tested, 0.7% active;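 active means inhibition above the mean of all tested compounds plus 3 SD, cutoff set per campaign, cut at about 30% in these data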;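 further: 0% = DMSO wells and 100% = unlabeled Bim-BH3 peptide competitor; inhibitors lower millipolarization by displacing the labeled peptide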
# Target sequence (Q07817 whole entry, looked up): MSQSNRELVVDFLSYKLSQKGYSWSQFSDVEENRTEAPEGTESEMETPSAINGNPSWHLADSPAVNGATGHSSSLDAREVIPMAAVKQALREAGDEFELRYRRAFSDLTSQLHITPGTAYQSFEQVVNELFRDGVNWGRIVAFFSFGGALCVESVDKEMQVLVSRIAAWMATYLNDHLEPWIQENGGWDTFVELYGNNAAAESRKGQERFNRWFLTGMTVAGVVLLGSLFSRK
# Active calls of the source: *; u = inconclusive; x = no result given; [ ] = remark or other dose. Not a hit list, and some 2.1% of all compounds hit somewhere here.
SMILES,MCL1-BIM inh,GLD-1 TGE inh,CIT2-GFP yeast,GRK2 aptamer HTS,AGP1 TOR yeast,MEX-5 binding,VLA-4 inh,CR mimetic SO,Bcl-xL primary
CCOC(=O)Cn1c(=O)oc2cc(S(=O)(=O)N3CCCC(C(=O)OCC)C3)ccc21 (centres undefined),-6,-12,94,2,99,0.7,1,105,-1
COC(=O)c1ccc(-c2noc(CN(C)CC3CCCCO3)n2)cc1 (centres undefined),-4,2,88,0,96,0.2,8,104,-1
Cc1cc(C)c(S(=O)(=O)NCCc2ccccc2)c(C)c1,-10,3,92,0,x,2.4,0,100,8
O=C(CN1CCN(c2ncccn2)CC1)Nc1ccccc1C(F)(F)F,-3,0,104,0,97,-0.2,40,100,6
C/C(=N\NC(=O)c1cccnc1)c1ccc(Br)cc1,8,1,101,0,100,-0.6,-3,92,1
O/N=C1/CCCSc2ccccc21,9,10,97,2,91,-1.0,0,80,6
COc1ccc(-c2nn(-c3ccccc3)cc2C(=O)NC(=S)N2CCOCC2)cc1OC,-1,1,91,2,95,x,5,107,0
O=c1cnnc(NCc2ccccc2)[nH]1,6,5,81,6,97,-0.7,5,91,4
CCc1cc(C(=O)N2CCN(S(=O)(=O)c3ccccc3F)CC2)sc1C,-2,1,96,3,105,x,0,125,2
COc1cccc2c(=O)cc(C)n(CC(=O)Nc3cccc(C)c3)c12,5,-1,110,0,98,-1.8,1,87,7
Cn1c(N2CCCC2)nc2c1c(=O)[nH]c(=O)n2C,10,-2,107,1,97,0.7,5,88,8
c1ccc(Oc2c3ccccc3nc3ccccc23)cc1,4,-9,u,x,18[may fluoresce violet],0.0,-17,101,1
N#Cc1ccccc1CN1C(=O)S/C(=C/c2cccn2-c2cccc(C(=O)O)c2)C1=O,-3,-7,104,1,106,1.1,-7,132,-8
O=S(=O)(c1cccc(-c2cn3ccccc3n2)c1)N1CCCC1,4,7,109,3,106,-1.2,5,93,7
OCC1(CCCc2ccccc2)CCN(Cc2cnc(N3CCOCC3)s2)CC1,2,-5,104,0,101,2.2,-6,92,11
Cc1ccc(NC(=O)Cn2c(=O)n(Cc3ccco3)c(=O)c3ccccc32)c(C)c1,2,7,89,0,94,-1.9,2,111,2
CC1CN(c2nc3ccccc3nc2SCC(=O)Nc2ccc(F)cc2)CC(C)O1 (centres undefined),7,4,119,0,108,-0.2,16,99,7
O=C(NNC(=O)c1cccs1)c1ccc(Cl)cc1,-2,3,99,0,95,0.2,15,110,3
Cn1ccnc1SC(C(=O)O)c1ccccc1 (centres undefined),2,4,95,1,93,1.8,5,96,1
COc1ccc(F)cc1S(=O)(=O)n1cnc2ccccc21,6,5,105,x,101,2.8,11,98,7
CC(=O)C1=C(O)C(=O)N(CCC(=O)O)C1c1ccccc1Cl (centres undefined),-2,6,120,0,125,1.4,6,74,2
CCC(NC(=O)c1oc2ccccc2c1COC)c1ccc(OC)cc1 (centres undefined),5,1,106,3,99,1.3,-7,102,8
O=C(NCc1ccccc1)C1CCN(S(=O)(=O)N2CCCCCC2)CC1,-5,3,98,0,103,-2.4,6,145,1
Fc1ccccc1-c1n[nH]c(=S)n1/N=C/c1c[nH]c2ccccc12,-10,-3,88,0,97,0.1,-7,105,-12
CNC(=O)C(=O)Nc1cc2c3c(c1)CCN3C(=O)CC2,5,1,100,2,101,0.3,13,93,5
COc1ccc(-c2c(C)[nH]n3c(=O)c(Cc4ccccc4)c(C)nc23)cc1OC,-5,-11,97,2,98,0.9,1,103,1
Cc1[nH]c2ccccc2c1C(=O)CN1CCN(c2ccc(Cl)cc2)CC1,8,1,108,0,105,-0.4,-12,99,7
CC1(C)Cc2c(C#N)c(SCC(=O)c3ccccc3)nc(N3CCOCC3)c2CS1,3,-7,91,1,90,-1.5,-17,107,6
Cc1nnc(NC(=O)c2ccc(-c3ccc([N+](=O)[O-])cc3)o2)s1,10,3,94,0,91,-5.7,-11,110,3
Cc1cc(C)n(CC(=O)O)c(=O)c1[N+](=O)[O-],-7,-1,117,3,125,x,10,99,6
Cc1cccc2c(C(=O)n3cccn3)cc(-c3ccccc3Cl)nc12,6,6,93,3,97,0.7,7,99,0
CC(C)(C)Nc1nc(N)nc(Cl)n1,-8,6,106,1,112,1.2,20,80,4
S=C1NC[C@H](CC2CCCCC2)N1CCCCC1CCCCC1,1,7,90,0,81,2.0,33,93,3
COc1ccc(OC)c(NC(=O)c2cc(S(=O)(=O)N3CCCC3)cn2C)c1,2,-4,100,0,95,-0.6,7,110,0
O=C(Cc1ccccc1)N1N=C(c2ccncc2)CC1(O)C(F)(F)F (centres undefined),2,-1,90,0,100,0.2,6,97,5
CCOC(=O)CNC(=O)CSc1nnc(-c2ccccc2)c(-c2ccccc2)n1,1,11,105,5,100,1.1,2,110,4
COc1ccc(N(C(=O)c2cccc(OC)c2OC)C2C=CS(=O)(=O)C2)c(OC)c1 (centres undefined),3,1,97,3,102,-1.4,13,102,5
COc1ccc(CNC(=O)c2cc(=O)c3ccccc3o2)cc1,0,4,103,3,91,0.3,-28,96,4
Cc1cc(NC(=O)CSc2nnnn2-c2ccc(C(C)C)cc2)no1,11,2,99,0,106,-1.4,-4,103,4
O=C(CCN1C(=O)c2ccccc2S1(=O)=O)Nc1cccc2ccccc12,-2,-1,99,2,97,-1.6,-2,108,1
O=C(CCN1CCOCC1)Nc1ccc(Cl)cc1,2,4,99,1,94,0.9,6,95,4
Cc1onc(-c2ccccc2)c1C(=O)N1CCOCC1,1,-1,99,0,102,-0.9,-3,94,5
Nn1c(SCc2ccc(F)cc2)nnc1-c1ccccn1,3,4,100,0,105,-2.5,-1,74,-3
CCNC(=O)c1c(C)[nH]c(C(=O)OCC)c1C,-1,-4,112,6,108,-0.8,9,94,-2
CCOc1ccc(OCCn2c(=S)[nH]c3c(N)ncnc32)cc1,-24,8,111,1,105,-2.0,2,100,-11
O=C(Cc1ccc(S(=O)(=O)N2CCOCC2)s1)Nc1nc2c(s1)CCCC2,102*,66*,116,0,x,-2.3,-8,101,80*
FC(F)(F)c1ccc(NC(=S)NC2CCCCC2)cc1,9,10,97,0,108,1.0,6,96,5
COc1ccc(NC(=O)CC2C(=O)N(c3ccc(Cl)cc3)C(=S)N2NC(=O)c2cccc(F)c2)cc1 (centres undefined),-1,-1,103,0,101,-4.3,-4,105,0
O=C(Nc1ccccc1)N1CCC(O)(c2cccc(C(F)(F)F)c2)CC1,5,2,96,3,95,-3.9,24,93,3
O=C(COC(=O)c1ccccc1[N+](=O)[O-])Nc1cccnc1Cl,-3,5,109,0,115,-0.6,-9,106,1
O=C(CNC(=O)c1cccs1)N/N=C/c1cccc(Cl)c1,10,0,82,0,96,-3.7,-15,102,5
Cc1cc(SCC(=O)c2ccccc2)nc(C)n1,6,-2,95,0,95,0.2,6,99,4
COCCCn1c(=S)[nH]c2sc3c(c2c1=O)CCCS3,10,0,106,0,98,-0.6,-12,95,10
CCC/C(=N\NC(=O)C1CCCC1)c1ccccc1,2,3,111,0,104,0.2,-5,96,0
Cc1ccccc1NC(=O)c1cc(C(=O)c2cc(Cl)ccc2O)cn(-c2ccccc2C)c1=O,-25,-9,93,0,98,9.7,30,106,-16
CC(C)NC(=S)N/N=C1\CCCc2ccccc21,10,3,97,0,112,0.7,0,93,9
CC(C)(C)OC(=O)C[C@H]1C/C=C\C[C@@H](CC(=O)N[C@@H](CO)Cc2ccccc2)C(=O)NC[C@@H](c2ccccc2)OC1=O,x,0,90,0,97,x,3,88,x
Cc1ccc(NC(=O)CNCc2ccccc2Cl)cc1S(=O)(=O)N(C)C,1,-1,109,5,107,0.5,-1,114,1
COc1cccc(N2C(=O)Nc3ccc(Br)cc3C2(O)C(=O)NCCCOC(C)C)c1 (centres undefined),5,1,99,0,101,0.1,20,106,1
CC(=O)c1cc2c(cc1NC(=O)CN1CCC(Cc3ccccc3)CC1)OCO2,0,2,x,1,102,1.3,12,113,1

# Following part
SMILES,MCL1-BIM inh,GLD-1 TGE inh,CIT2-GFP yeast,GRK2 aptamer HTS,AGP1 TOR yeast,MEX-5 binding,VLA-4 inh,CR mimetic SO,Bcl-xL primary
Cc1cc(SCc2ccc(Cl)cc2)nc(=O)[nH]1,0,13,98,5,102,-1.7,9,94,7
O=C(Cc1ccccc1F)Nc1ccc(Cl)nc1,8,4,92,0,103,0.4,-6,102,7
Cc1ccc(-c2nnc(SCC(=O)N(C)C)nc2-c2ccc(C)cc2)cc1,0,4,97,2,95,-0.7,-4,107,4
COc1ccc(-c2cc(C(F)(F)F)n3nc(C(=O)NCCN4CCOCC4)cc3n2)cc1,0,5,98,3,99,2.9,1,99,9
COc1cc(C(C2C(=O)CC(C)(C)CC2=O)C2C(=O)CC(C)(C)CC2=O)cc(OC)c1OC,8,-8,100,1,90,1.1,-8,98,8
CCOc1ccccc1/C=N/NC(=O)c1nnn(-c2nonc2N)c1CN1CCC(C)CC1,2,4,107,0,105,0.6,1,95,2
CS(=O)(=O)N(CC(=O)Nc1ccc2c(c1)OCO2)Cc1ccc(Cl)cc1,11,-3,103,10,104,2.1,-12,89,4
COc1ccc(CN(C)C(=O)CCN=C2NS(=O)(=O)c3ccccc32)c(OC)c1,-6,1,100,4,105,x,15,110,-2
CCN(CC(=O)NCCc1ccccc1)S(=O)(=O)c1ccc(C)cc1,-7,-3,102,2,105,1.2,2,108,-4
O=C(Cn1cncn1)c1ccc(Cl)cc1,-8,-3,105,1,102,-1.2,7,106,2
COc1cc(NS(=O)(=O)c2cc(C(=O)N3CCN(C(C)=O)CC3)ccc2OC)cc(OC)c1,-3,6,103,0,105,-4.2,4,80,1
COCCN(C(=O)CCCC(=O)Nc1ccccn1)C(C(=O)NC1CCCC1)c1ccc(C)cc1 (centres undefined),6,2,114,2,114,-1.2,5,94,4
c1ccc2sc(NC3=NCN(C4CCCCC4)CN3)nc2c1,-1,-4,101,9,99,x,3,94,-17
CC(C)(C)NC(=S)NC(=O)C12CC3CCC(CC(C3)C1)C2,11,2,99,0,100,-3.2,1,103,8
Cc1cccc(N2CCN(C(=O)c3ccc(-n4cncn4)c([N+](=O)[O-])c3)CC2)c1C,-1,4,99[may fluoresce green],2,102[may fluoresce green],-1.3,-4,97,4

# Two entries from above, bar-delimited:
Structure | MCL1-BIM inh | GLD-1 TGE inh | CIT2-GFP yeast | GRK2 aptamer HTS | AGP1 TOR yeast | MEX-5 binding | VLA-4 inh | CR mimetic SO | Bcl-xL primary
O=C(Cc1ccccc1F)Nc1ccc(Cl)nc1 | 8 | 4 | 92 | 0 | 103 | 0.4 | -6 | 102 | 7
Cc1ccc(-c2nnc(SCC(=O)N(C)C)nc2-c2ccc(C)cc2)cc1 | 0 | 4 | 97 | 2 | 95 | -0.7 | -4 | 107 | 4
